# Wnt act: activates Wnt/beta-catenin signaling in a reporter cell assay | activator, plate reader | activation, % at 9.35 µM | 300,000 tested, 1.2% active | AID 743398; in the data active means activation above about 30%, passing the limit was not always enough;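 further: 0% = neutral control wells and 100% = positive control wells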
# V-ATPase pHluor: alters yeast V-ATPase proton transport. S. cerevisiae, pHLuorin cytosolic pH fluorescence. response, % at 10 µM. 350,000 tested, 0.37% active; in the data active means response mostly above about 7.3%, no sharp cut-off; inactive means mostly below about 5.4%; further: actives read high; inactives centre near 0; some compounds called inactive have numbers as strong as hits
# CAL PDZ FP-1: blocks peptide binding to human CAL PDZ domain; purified CAL PDZ, TMR-peptide fluorescence polarization, 1 h; inhibition, % at 20 µM; 330,000 tested, 0.02% active; AID 504414;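 active means highest replicate inhibition of at least 40%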;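 further: plate controls were DMSO neutral control wells for no effect and unlabeled competitor peptide control wells for full effect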
#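 Test system: purified CerCALP PDZ construct; Compound dosing: one concentration, 20 µM compound; Also added: TMR-labelled reporter peptide T*-PRC34 bound in PDZ groove; Read-out: inhibition from polarization loss; Controls: unlabelled peptide and DMSO controls; Signal: FP readout, S and P plane fluorescence; Incubation: 1 h at RT.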
# dFosB act: enhances mouse delta FosB homodimer DNA binding; 340,000 tested, 0.99% active; P13346; activation, % at 25 µM; purified delta FosB, TAMRA-CDK5 oligo fluorescence polarization; percent of positive-control signal above neutral wells;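 active means mean activation above about 17%, with every replicate also reaching it, limit read from the data, passing the limit was not always enough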;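 further: fluorescence polarization rise as delta FosB binds a TAMRA Cdk5 AP-1 oligo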
# CDK5 inh: inhibitors of human CDK5/p35 kinase. AID 488839. 330,000 tested, 0.01% active. Q00535+Q15078. Recombinant CDK5/p35, ADP-Glo luminescence, 60 min. inhibition, % at 10 µM;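 active means highest replicate inhibition of at least 50% and at least 75% of replicates reaching 50%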;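 further: plate controls were DMSO neutral control for no effect and GW8510 at 10 µM for full effect; many of its hits are not listed in these tables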
# Target sequence (Q00535 whole entry, looked up): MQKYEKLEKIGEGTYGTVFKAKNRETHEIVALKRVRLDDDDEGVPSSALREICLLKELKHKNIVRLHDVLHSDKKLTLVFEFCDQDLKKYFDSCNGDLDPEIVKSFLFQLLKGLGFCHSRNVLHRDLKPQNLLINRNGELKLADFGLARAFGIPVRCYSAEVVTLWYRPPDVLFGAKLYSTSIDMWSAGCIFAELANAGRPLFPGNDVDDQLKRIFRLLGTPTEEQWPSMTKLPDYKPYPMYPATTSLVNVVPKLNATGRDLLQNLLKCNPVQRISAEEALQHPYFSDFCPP
# Target sequence (Q15078 whole entry, looked up): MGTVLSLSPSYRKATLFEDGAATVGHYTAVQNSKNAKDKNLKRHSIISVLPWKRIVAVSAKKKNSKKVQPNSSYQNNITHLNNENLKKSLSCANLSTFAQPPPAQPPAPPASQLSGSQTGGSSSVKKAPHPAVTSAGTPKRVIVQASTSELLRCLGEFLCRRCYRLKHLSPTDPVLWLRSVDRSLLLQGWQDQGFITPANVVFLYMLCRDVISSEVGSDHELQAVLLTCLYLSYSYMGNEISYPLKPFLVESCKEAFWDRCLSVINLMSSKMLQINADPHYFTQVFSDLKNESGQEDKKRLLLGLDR
# Tat export inh: E. coli Tat transport inhibition | E. coli MC4100 TorA-mCherry Tat export, fluorescence | AID 488895 | 340,000 tested, 0.036% active | inhibition, % at 10 µM;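 active means mean replicate inhibition at least 50% and at least half of replicates individually reaching 50%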;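 further: exported cargo escapes ClpAP degradation while cytoplasmic cargo is degraded and loses fluorescence; 0% = median of neutral control wells and 100% = median of NaSCN control wells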
# Rtt109 Vps75: blocks Candida albicans Rtt109/Vps75 acetyltransferase activity | Q5AAJ8 | purified Rtt109/Vps75, ThioGlo CoA-SH fluorescence, 4 h | inhibition, % at 34.9 µM | 330,000 tested, 0.16% active;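 active means inhibition of at least 50% in every replicate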
# Target sequence (Q5AAJ8 whole entry, looked up): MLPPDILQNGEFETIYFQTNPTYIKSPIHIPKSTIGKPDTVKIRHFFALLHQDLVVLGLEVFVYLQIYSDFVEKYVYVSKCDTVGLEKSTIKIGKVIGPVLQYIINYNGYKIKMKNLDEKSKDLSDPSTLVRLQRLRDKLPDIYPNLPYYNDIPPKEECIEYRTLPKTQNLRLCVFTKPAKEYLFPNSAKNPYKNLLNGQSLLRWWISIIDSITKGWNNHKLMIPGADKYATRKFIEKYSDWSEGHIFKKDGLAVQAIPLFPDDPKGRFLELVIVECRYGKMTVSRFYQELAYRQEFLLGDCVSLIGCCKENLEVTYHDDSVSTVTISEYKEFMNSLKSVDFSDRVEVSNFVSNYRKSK
# cardiac RTF act: increases calcium sensitivity of human cardiac regulated thin filaments | activation, % at 7.2 µM | IANBD-labeled TnC RTF fluorescence at EC20 calcium; 0% EC20 calcium, 100% full calcium | P19429+P45379 | 340,000 tested, 0.24% active;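 active means activation above the mean over all tested compounds plus 3 SD, cut at about 30% in these data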;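 further: rise in fluorescence read as greater calcium sensitivity of cardiac thin filaments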
# MITF TRPM1 HTS: activators of MITF-driven TRPM1 promoter activity in SK-MEL-5 cells | SK-MEL-5 TRPM1-promoter luciferase, 24 h; % of positive control, neutral wells = 0 | activation, % at 12.5 µM | 300,000 tested, 0.75% active | AID 588334;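 active means mean activation of at least 80% with every replicate also reaching 80%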;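 further: 0% = neutral control wells and 100% = parthenolide positive control wells; values of inactives mirror those of a sister screen read the other way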
# CAL PDZ FP-2: inhibitors of human CAL PDZ peptide binding. inhibition, % at 24.9 µM. 300,000 tested, 0.92% active. purified CAL PDZ, TMR-peptide fluorescence polarization, 1 h. AID 602252. Q9HD26;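 active means mean inhibition of at least 30% with at least half of replicates also reaching 30%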;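 further: 0% = DMSO neutral control and 100% = excess unlabeled competitor peptide PRC23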
# An asterisk follows results filed as active; i = inactive; / = no result given.
no.	CAL PDZ FP-1	CAL PDZ FP-2	Wnt act	molecule	MITF TRPM1 HTS	Tat export inh	cardiac RTF act	CDK5 inh	dFosB act	V-ATPase pHluor	Rtt109 Vps75
1	-0.3	/	0	CC(=O)Nc1ccc(NC(=O)CCOc2ccccc2C)cc1	-8	4	-3	-0.8	-6	1	-3
2	-2.6	-3	/	O=[N+]([O-])c1ccc(-c2ccc(/C=N/c3c(-c4ccco4)nc4ccccn34)o2)cc1	18	-4	3	3.2	-1	0	-8
3	-1.5	-4	-4	CS(=O)(=O)c1ccc2nc(NC(=O)CN3CCC(Cc4ccccc4)CC3)sc2c1	-5	15	-2	-1.8	-11	1	10
4	-3.2	-2	-2	O=C(Nc1ccc(F)cc1F)N1CCCCC1c1cccnc1 (stereo unspecified)	-3	-3	6	-0.2	-1	2	11
5	-0.8	/	14	O=C(CC1SC(N2CCOCC2)=NC1=O)Nc1ccc(F)cc1 (stereo unspecified)	-11	-9	-3	-0.8	11	-1	0
6	-2.6	-4	-1	O=C(CN(C1CCCCC1)S(=O)(=O)c1ccc(Br)cc1)NCc1cccnc1	2	-2	4	-2.4	-11	2	-3
7	-1.7	-1	-1	COc1ccc(S(=O)(=O)N2CCCCC2)cc1Br	/	8	9	-1.2	-7	-3	2
8	-0.3	3	3	Cc1cc(S(=O)(=O)N2CCOCC2)ccc1OCC(=O)N1CCC(C)CC1	-3	-2	-6	1.1	-3	0	-1
9	-2.1	-2	2	Cc1ccc(-c2nnc(-c3cccc(NC(=O)c4cccs4)c3)o2)cc1	24	1	-4	0.7	1	-3	-7
10	-1.1	/	-3	COC(=O)c1c(NC(=O)C2CCCCC2)sc2c1CC(C)(C)NC2(C)C	22	-6	-4	-0.1	1	1	6
11	1.1	-3	2	CC(=O)NS(=O)(=O)c1ccc(NC(=O)c2ccc3c(c2)NC(=O)CS3)cc1	17	7	1	-0.4	-2	-4	1
12	-0.1	-1	-2	COC(=O)CSc1nc(C)c(C)c(C)c1C(N)=O	3	-4	-4	-4.5	-1	0	-4
13	-1.0	-3	-18	CC(C)C[C@H](NC(=O)c1[nH]cnc1C(=O)Nc1ccccc1)C(=O)OC(C)(C)C	0	22	4	-2.5	-11	-2	-1
14	/	-3	-1	CCCOc1ccc(N2C(=O)CC(NCC#N)C2=O)cc1 (stereo unspecified)	-3	-3	1	0.3	-2	2	5
15	0.2	-4	0	COc1ccc(OC(=O)C(C)N2C(=O)c3ccccc3C2=O)cc1 (stereo unspecified)	5	-1	4	-0.6	-10	1	2
16	-2.6	8	0	O=[N+]([O-])c1cccc(COc2ncnc3cc([N+](=O)[O-])ccc23)c1	-15	40	-3	-7.4	2	3	-3
17	0.5	-7	/	N#Cc1c(SCC(=O)O)nc(-c2ccccc2)c2c1CCCC2	11	-3	6	0.8	-4	1	8
18	-3.2	-2	-2	CCCCCCNC(=O)CSc1nccn1Cc1ccccc1	4	2	5	1.9	-9	6	16
19	0.1	3	-1	CC1(C)CN(c2ccc(CC#N)cc2)C1=O	1	-3	0	-0.6	-7	-3	2
20	0.3	6	-7	CCOC(=O)/C(C#N)=C1/C(=O)N(Cc2ccccc2)c2ccccc21	-5	-3	2	-2.1	-6	-1	-9
21	-2.6	-1	2	CC(C)(C)c1cc(CCC(=O)N2CCCC2)cc(C(C)(C)C)c1O	6	-2	0	0.9	-3	-5	40
22	-6.8	-3	0	NS(=O)(=O)c1ccc(NC(=S)Nc2ccc(S(=O)(=O)N3CCCC3)cc2)cc1	-5	1	2	2.4	-6	4	0
23	-5.0	-5	/	CN(C)C(=O)c1cn(N(C)c2ncc(C(F)(F)F)cc2Cl)c(=O)c2ccccc12	-5	-4	5	1.0	-2	2	1
24	/	-3	18	COc1ccc(-c2nnc(N(C)C(=O)c3ccno3)s2)cc1	78	-3	8	-0.5	2	7	-15
25	-4.3	-7	/	CC1CCCCN1S(=O)(=O)c1ccc(NC(=O)c2cccc(-n3cnnn3)c2)cc1 (stereo unspecified)	/	3	0	3.4	-5	-4	7
26	1.9	-4	7	COCc1cc(=O)n2[nH]cc(-c3ccccc3)c2n1	/	0	1	-0.6	3	2	3
27	-2.3	-1	/	Cc1cc(Oc2ccccc2)nc(N)n1	-10	2	0	0.1	3	5	-4
28	-0.9	-7	/	CCN1CCCC1CNc1ncnc2c1[nH]c1ccc(F)cc12 (stereo unspecified)	-11	-7	-1	-0.7	2	/	6
29	0.2	12	-2	Cc1[nH]c(=O)[nH]c(=O)c1S(=O)(=O)N1CCOCC1	5	-10	-6	0.6	0	0	3
30	1.2	-2	-3	COC(=O)CCCN1C(=O)NC(c2ccc(-c3ccccc3)cc2)C(C(=O)OCc2ccccc2)=C1C (stereo unspecified)	7	-5	-2	0.8	-9	-1	-1
31	0.1	-2	-1	CS(=O)(=O)c1ccc2nc(NC(=O)c3ccc(NS(=O)(=O)c4ccc(F)c(F)c4)cc3)sc2c1	8	-4	2	-0.2	35*	6	-1
32	-0.7	-3	1	O=C(NCC(=O)N1CCN(C(=O)c2ccco2)CC1)c1cccc(Cl)c1	2	-4	-6	0.6	-5	1	1
33	-1.6	-6	-2	COC(=O)C1CCN(C(=O)COc2cc3sc(C)nc3c3sccc23)CC1	-8	10	1	1.1	-12	-2	-11
34	-1.5	-2	0	CC1(C)Cc2ccccc2C(NNC(=O)c2ccccc2)=N1	-2	-2	2	2.4	7	0	6
35	-1.5	/	44*	COc1ccc(N=C2SC(CC(=O)Nc3ccccc3)C(=O)N2Cc2ccco2)cc1 (stereo unspecified)	-6	6	4	1.7	4	-7	9
36	-2.6	-1	-5	COc1cc(C(=O)OCC(=O)Nc2cc(C)on2)c([N+](=O)[O-])cc1OC	-7	3	1	-1.0	-1	-1	-4
37	-1.7	-1	/	COc1ccc(/C=C/C(=O)c2ccccc2O)cc1	141*	13	-1	-0.5	11	-1	4
38	-1.3	-6	0	Cc1cccc(C(=O)N/C(=C/c2ccco2)C(=O)N2CCCCCC2)c1	6	-4	-10	-0.4	0	0	9
39	-3.0	0	-2	O=C(NNC(=O)c1ccc(S(=O)(=O)N2CCCCC2)cc1)c1ccc(F)cc1	-7	-1	3	1.8	-8	-3	0
40	-3.1	-6	-2	C=CCNC(=O)C1CCCN(S(=O)(=O)c2ccc(-n3cnnn3)cc2)C1 (stereo unspecified)	-10	3	7	-1.6	-3	-1	-1
41	-0.9	-1	/	COc1ccc(N2CCN(C(=O)CSc3nnc4c(C)cc5ccccc5n34)CC2)cc1	4	-12	-1	-0.9	-3	-1	-17
42	-2.0	0	-1	CCn1c(SCC(=O)N/N=C/c2ccncc2)nc2ccccc21	/	-2	12	1.5	-5	6	-1
43	-0.5	-2	0	Cc1ccc(C(=O)N/C(=C/c2ccco2)C(=O)NCCc2c[nH]c3ccccc23)cc1C	-8	-9	-3	3.0	4	-1	9
44	-3.2	-4	/	COc1ccc(C2C=C(c3ccc(C)cc3)Nc3ncnn32)cc1 (stereo unspecified)	22	8	0	0.8	-47	3	i
45	-2.7	-2	-2	O=C(COC(=O)Cc1n[nH]c(=O)c2ccccc12)NNC(=O)c1ccccc1	2	7	8	-0.8	7	4	-1

# A different layout for 15 compounds above:
item	Structure	CAL PDZ FP-1	CAL PDZ FP-2	Wnt act	MITF TRPM1 HTS	Tat export inh	cardiac RTF act	CDK5 inh	dFosB act	V-ATPase pHluor	Rtt109 Vps75
31	CS(=O)(=O)c1ccc2nc(NC(=O)c3ccc(NS(=O)(=O)c4ccc(F)c(F)c4)cc3)sc2c1	0.1	-2	-1	8	-4	2	-0.2	35*	6	-1
32	O=C(NCC(=O)N1CCN(C(=O)c2ccco2)CC1)c1cccc(Cl)c1	-0.7	-3	1	2	-4	-6	0.6	-5	1	1
33	COC(=O)C1CCN(C(=O)COc2cc3sc(C)nc3c3sccc23)CC1	-1.6	-6	-2	-8	10	1	1.1	-12	-2	-11
34	CC1(C)Cc2ccccc2C(NNC(=O)c2ccccc2)=N1	-1.5	-2	0	-2	-2	2	2.4	7	0	6
35	COc1ccc(N=C2SC(CC(=O)Nc3ccccc3)C(=O)N2Cc2ccco2)cc1 (stereo unspecified)	-1.5	/	44*	-6	6	4	1.7	4	-7	9
36	COc1cc(C(=O)OCC(=O)Nc2cc(C)on2)c([N+](=O)[O-])cc1OC	-2.6	-1	-5	-7	3	1	-1.0	-1	-1	-4
37	COc1ccc(/C=C/C(=O)c2ccccc2O)cc1	-1.7	-1	/	141*	13	-1	-0.5	11	-1	4
38	Cc1cccc(C(=O)N/C(=C/c2ccco2)C(=O)N2CCCCCC2)c1	-1.3	-6	0	6	-4	-10	-0.4	0	0	9
39	O=C(NNC(=O)c1ccc(S(=O)(=O)N2CCCCC2)cc1)c1ccc(F)cc1	-3.0	0	-2	-7	-1	3	1.8	-8	-3	0
40	C=CCNC(=O)C1CCCN(S(=O)(=O)c2ccc(-n3cnnn3)cc2)C1 (stereo unspecified)	-3.1	-6	-2	-10	3	7	-1.6	-3	-1	-1
41	COc1ccc(N2CCN(C(=O)CSc3nnc4c(C)cc5ccccc5n34)CC2)cc1	-0.9	-1	/	4	-12	-1	-0.9	-3	-1	-17
42	CCn1c(SCC(=O)N/N=C/c2ccncc2)nc2ccccc21	-2.0	0	-1	/	-2	12	1.5	-5	6	-1
43	Cc1ccc(C(=O)N/C(=C/c2ccco2)C(=O)NCCc2c[nH]c3ccccc23)cc1C	-0.5	-2	0	-8	-9	-3	3.0	4	-1	9
44	COc1ccc(C2C=C(c3ccc(C)cc3)Nc3ncnn32)cc1 (stereo unspecified)	-3.2	-4	/	22	8	0	0.8	-47	3	i
45	O=C(COC(=O)Cc1n[nH]c(=O)c2ccccc12)NNC(=O)c1ccccc1	-2.7	-2	-2	2	7	8	-0.8	7	4	-1

# The list continues:
no.	CAL PDZ FP-1	CAL PDZ FP-2	Wnt act	molecule	MITF TRPM1 HTS	Tat export inh	cardiac RTF act	CDK5 inh	dFosB act	V-ATPase pHluor	Rtt109 Vps75
46	0.4	8	/	O=C(CCc1ccccc1)NNC(=O)c1ccco1	-7	-4	-4	-1.7	0	-3	2
47	-2.0	-2	/	CN(C)S(=O)(=O)N1CCC(C(=O)O)(c2ccccc2)CC1	6	1	1	0.2	8	0	-4
48	-0.9	-5	/	Cc1cc(C)c2c(c1)cc(C)c1nnc(SCC(=O)N3CCCc4ccccc43)n12	7	-1	5	-1.4	-3	2	-13
49	-2.5	0	0	CCOc1ccc(CNC(=O)C2CCN(c3nnc(C)c4c(C)n(-c5ccc(C)cc5)nc34)CC2)cc1	-94	7	-2	0.1	78*	-1	-2
50	-1.5	-11	-2	CCOC(=O)[C@H]1[C@H]2COc3ccc(OC)cc3[C@@H]2N2C(=O)CN(Cc3ccc(OC)cc3)C(=O)[C@@]12C	-6	-7	4	0.5	-4	-2	-7
51	-1.0	1	-2	Nc1nnc(Cc2ccccc2)s1	-14	-1	-5	0.6	-1	2	-11
52	-1.1	-5	26	COC(=O)C1C(=O)c2c([nH]c(C(=O)OC3CCCC3C)c2C)CC1C (stereo unspecified)	99*	-6	0	1.5	-13	-2	-1
53	-1.0	-3	-3	CCOc1ccc(N2CC(C(=O)NCCN3C(=O)S/C(=C\c4ccc(OC)cc4)C3=O)CC2=O)cc1 (stereo unspecified)	10	-10	1	-0.6	-6	3	-4
54	-0.1	/	-2	CCC(=O)NCc1c(C)c(C)n(Cc2ccccc2)c1-n1cccc1	2	7	-3	-2.8	-2	1	-8

# From PubChem BioAssay
